Bioassay records (PubChem BioAssay)
M1AAP inhibition: malaria alanyl aminopeptidase activity blockers – biochemical, fluorogenic H-Leu-NHMec substrate, 1536-well (AID 1445); recombinant M1AAP, H-Leu-NHMec fluorogenic kinetic assay; higher % means a stronger effect; one-dose inhibition, % at 30 µM; IC50 in µM for titrated hits; 0.42% of 220,000 active;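 active = primary inhibition above the hit cutoff, then over 50% inhibition at one or more dose response concentrations, cut at about 23% in these data, passing the limit was not always enough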;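 note: plate controls were DMSO full reaction for no effect and no enzyme background for full effect; strong numbers were not always called active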
MT stabilize HCS: microtubule stabilization, imaging screen; % tubulin-high responders, % at 10 µM; HeLa tubulin immunostaining HCS, 24 h; share of cells brighter than vehicle mean+2SD; 0.83% of 200,000 active;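 active = plate Z-score above 3 for both tubulin-high and condensed-nucleus cell shares, with cell loss under 80%, at 10 µM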;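 note: anti alpha tubulin signal scored within the nucleus-defined area of each cell; some results filed as inactive read as strong as hits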
Yfh1-off respiration: enhancers of respiration in Yfh1-depleted yeast, dose response, Friedreich's ataxia, plus single-dose screen (AID 1465). 0.074% of 220,000 active. S. cerevisiae Yfh1-off respiration, WST-1 reduction, 72 h; higher fold induction means a stronger effect. one-dose fold induction at 50 µM; EC50 in µM for titrated hits;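 active = fold induction of absorbance versus untreated yeast above a set limit, then at least 30% activation at any dose in follow-up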;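 note: activators that raise dye reduction in frataxin-depleted yeast; strong numbers were not always called active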
WT yeast gro inh: growth inhibition of WT yeast, mitochondrial fusion screen. mitochondrial fusion phenotypic screen, WT strain. inhibition, % at 10 µM. 2.1% of 190,000 active. AID 1362; in the data active = inhibition above about 58%; tested in S. cerevisiae
b-catenin transl: alters nuclear translocation of beta-catenin in HeLa cells. immunofluorescence imaging. nuclear translocation activity, % at 5 µM. 0.3% of 190,000 active;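 active = nuclear translocation activity above 50% at 5 µM, with a well cell count of 50 or more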;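 note: per-cell ratio of nuclear to cytoplasmic median beta-catenin stain intensity; plate controls were DMSO negative control for no effect and GSK-3 inhibitor IX positive control for full effect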
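Test system: human HeLa cell line; Doses: 5 µM primary, 0.02–20 µM confirmation; Incubation: 24 h compound exposure, 37°C; Detection: beta-catenin immunofluorescence imaging with DAPI; Read-out: beta-catenin nuclear/cytoplasmic ratio, % activation.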
Dynein cargo inh: blocks dynein driven cargo transport along microtubules; 3617.4 mouse cells, GR-EGFP nuclear translocation imaging; test concentration mostly 20 µM; stimulated with dexamethasone, 1 µM; hits give low values; z-score, hits read low; 0.47% of 220,000 active; AID 1381;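 active = plate z-score of nuclear minus cytoplasmic receptor signal below a set negative limit, without overly bright fluorescence or cell loss, cut at about -3.5 in these data, passing the limit was not always enough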;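 note: z-score of nuclear minus cytoplasmic ring GR-EGFP intensity difference per well; some compounds called inactive have numbers as strong as hits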
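Also added – dexamethasone, 1.0 µM final · Buffer or medium – tet-free, stripped-serum medium · Schedule – induction 48 h, compound 1 h, agonist 30 min · Detection – formaldehyde fixation, Hoechst nuclear stain, 10x automated fluorescence imaging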
Autophagy HCS: autophagy modulation, high-content screen. 0.98% of 190,000 active. calls only at 10 µM (by protocol). MEF GFP-LC3 puncta imaging; test concentration mostly 10 µM. AID 463193;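 active = percentage of spot-positive cells more than 3 SD above its plate mean, without a fluorescence outlier flag or 80% toxicity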;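 note: spot-positive cell cutoff set from DMSO-treated cells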
T cell modulator: T cell immune modulation candidate; calls only at 7 µM; 2C CD8+ T cell-vesicle binding, flow cytometry; hits give low values; 0.068% of 330,000 active;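 active = response, share of CD8 T cells binding vesicles, and their 90th percentile fluorescence all below set limits, cut at about 80% in these data, passing the limit was not always enough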
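System: murine 2C transgenic CD8+ T lymphocytes; also added: QL9-loaded Drosophila micro-vesicles; times: binding 1.5 h at 37 °C; measured by: flow cytometry, PE anti-B7-1 (FL2) versus Alexa647 anti-CD8 (FL8), PFA-fixed; control set: Peptide-free naked vesicles (low) and QL9 vesicles with 0.7% DMSO vehicle (high)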
M17LAP inhibition: P. falciparum M17LAP inhibitors, primary screen, biochemical, fluorogenic H-Leu-NHMec substrate, 1536-well (AID 1619). inhibition, % at 30 µM; hits with a dose series show IC50 in µM. 0.38% of 220,000 active. recombinant M17LAP, H-Leu-NHMec fluorogenic kinetic assay; higher % means a stronger effect;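 active = compound inhibiting the enzyme by more than half at any dose during confirmatory dose-response retesting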;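 note: plate controls were full reaction with DMSO carrier for no effect and no enzyme background for full effect; strong numbers were not always called active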
WT yeast gro inh mutant strain: second read-out of WT yeast gro inh, no call of its own (marks repeat the call); inhibition, %; mitochondrial fusion phenotypic screen, mutant strain inhibition
Dynein cargo inh cytoplasmic EGFP: also measured in Dynein cargo inh; calls as there; z-score; measured here: cytoplasmic GR-EGFP intensity; hits give high values
Dynein cargo inh nuclear GR-EGFP: second read-out of Dynein cargo inh, no call of its own (marks repeat the call); z-score; measured here: nuclear GR-EGFP intensity;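 lower value marks the stronger effect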
Dynein cargo inh cell count: second read-out of Dynein cargo inh, no call of its own (marks repeat the call); z-score; measured here: cell count per field
b-catenin transl cell count 5 µM: also measured in b-catenin transl; calls as there; cell count; measured here: cell count, cytotoxicity flag
T cell modulator vesicle-bound %: recorded beside T cell modulator, whose call it bears; double positive events, %; measured here: CD8+ vesicle-bound cell fraction;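 binding gate set so that unloaded-vesicle control wells show 10% double positive cells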
MT stabilize HCS Hoechst-high %: further read-out of MT stabilize HCS, marked with its call; % Hoechst-high responders; measured here: nuclear condensation Hoechst responders;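 share of cells brighter than vehicle mean plus two SD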
MT stabilize HCS cytotoxicity %: further read-out of MT stabilize HCS, marked with its call; toxicity, %; measured here: cytotoxicity by cell density;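 0% = mean cell density of plate MIN control wells and 100% = no cells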
Autophagy HCS cell loss 18 h: second read-out of Autophagy HCS, no call of its own (marks repeat the call); toxicity, %; measured here: cell loss, nuclei count;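 cell loss after 18 h compound exposure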
Starred values were filed as active, the others as inactive; i = inactive; / = no result given.

Second line of a record: T cell modulator	Dynein cargo inh cytoplasmic EGFP	Dynein cargo inh nuclear GR-EGFP	Autophagy HCS	Autophagy HCS cell loss 18 h	Dynein cargo inh cell count	M1AAP inhibition	WT yeast gro inh	WT yeast gro inh mutant strain	M17LAP inhibition	b-catenin transl	b-catenin transl cell count 5 µM	MT stabilize HCS	T cell modulator vesicle-bound %	MT stabilize HCS cytotoxicity %	Dynein cargo inh	Yfh1-off respiration	MT stabilize HCS Hoechst-high %
Cc1ccc(N2C(=O)/C(=C\c3ccc(C(C)C)cc3)N=C2SC2CCOC2=O)cc1 (stereo unspecified)
    i	-0.252	0.0507	i	20.6	0.242	-2.1%	4.4	10.5	-5.2%	-0.2	1098	3.9	59.6	6.2	0.0148	i	2.8
CC(C)(C)C1CCc2c(sc(NC(=O)c3cccs3)c2C(=O)N2CCCCC2)C1 (stereo unspecified)
    i	-0.246	-0.248	i	4.0	0.226	-3.6%	61.7*	21.8*	-1.2%	/	/	2.4	23.5	8.0	-0.458	i	1.6
CNC(=O)c1cc2cc(OC)ccc2n1CCN(C)C
    i	-0.151	-0.148	i	-8.0	-0.202	7.8%	-9.8	2.2	-13.6%	/	/	3.9	3.1	7.4	-1.07	i	2.4
Cc1ccc(Cn2nnc3c(=O)n(Cc4cc(C)ccc4C)cnc32)cc1
    i	-0.205	-0.224	i	-2.5	-0.0128	1.6%	-3.6	-8.4	-16.6%	-7.6	1161	2.9	0.0	4.9	-1.05	i	1.8
O=C(Nc1nncs1)Oc1ccccc1
    i	-0.243	0.205	i	5.8	-0.156	1.4%	17.2	20.0	4.1%	/	/	3.4	53.9	5.3	0.86	i	1.6
CC(C)(C)NC(=O)c1ccc(COCC(F)(F)F)o1
    i	-0.214	-0.0231	i	1.0	0.77	2.7%	4.0	10.7	4.6%	-5.8	1264	3.3	5.8	2.6	-0.11	i	1.4
COCCC(=O)N1CCCC(CCC(=O)NCc2ccc(F)c(F)c2)C1 (stereo unspecified)
    i	-0.301	-0.0139	i	1.1	0.781	2.3%	-5.9	-2.7	12.4%	-1.4	950	1.2	56.4	6.4	-0.555	i	1.4
COC(=O)C1C(c2ccccc2)C(C(=O)N2CCOCC2)C1c1ccccc1 (stereo unspecified)
    i	-0.172	-0.112	i	3.9	0.52	-1.2%	-20.0	-9.1	-1.2%	-0.6	1234	1.3	45.5	4.1	-0.301	i	0.9
COc1ccc(OC)c(S(=O)(=O)N(C)CC(=O)Nc2ccc3c(c2)OCO3)c1
    i	-0.148	0.649	i	-3.3	1.18	4.5%	-13.0	-10.3	7.4%	-1.1	1079	1.6	57.1	24.1	0.518	i	3.1
COc1cccc(NC(=S)NC(=O)c2c(Cl)c(C)nn2C)c1
    i	-0.323	-1.06	i	8.9	1.7	8.6%	12.4	-2.9	9.5%	/	/	1.1	47.6	2.4	-1.24	i	2.8
O=c1oc(-c2cccs2)nc2scc(-c3cccs3)c12
    i	30.3	25	i	-1.4	-4.92	8.6%	28.0	-3.8	14.5%	/	/	3.1	54.2	4.8	14.1	/	1.4
O=C(c1ccc(OC2CCN(CCc3ccccc3)CC2)cc1)N1CCCC(O)C1 (stereo unspecified)
    i	-0.252	-0.71	i	16.2	1.26	5.3%	9.3	12.3	5.9%	0.7	938	1.5	42.9	2.8	-1.13	i	1.6
COc1ccc(OCCn2c(NC(=O)c3ccco3)nc3ccccc32)cc1
    i	-0.189	1.09	i	0.6	0.127	-11.7%	15.5	17.0	2.6%	-2.6	974	2.6	23.4	12.2	0.484	i	2.9
O=C(NC1CCCCC1)NC1CC2CCC(C1)N2Cc1nnnn1Cc1ccc2c(c1)OCO2 (stereo unspecified)
    i	-0.206	-1	i	4.0	0.0233	7.3%	-10.9	-17.7	7.5%	2.4	1341	2.4	13.4	5.2	-0.548	/	1.5
CCOC(=O)c1ccc(NC(=O)Nc2c(C)nn(C)c2C)cc1
    i	-0.236	0.543	i	4.3	-0.536	6.3%	21.9	22.0	2.8%	1.3	909	4.6	41.0	45.1	0.131	i	1.4
Cn1ccnc1SCC(=O)Nc1cccc(C(F)(F)F)c1
    i	-0.207	0.307	i	4.6	0.313	-1.5%	2.2	-0.5	15.9%	-2.3	1227	5.4	33.6	7.2	0.37	i	2.2
O=C(NCCNCc1ccc(F)cc1)c1ccco1
    i	-0.02	1.37	i	-2.0	-1.37	0.9%	-18.6	-6.1	0.7%	-5.7	1235	2.4	13.3	9.5	1.47	i	1.9
CCCCC(CC)COC1(c2ccccc2)OC(=O)c2ccccc21 (stereo unspecified)
    /	-0.215	0.397	i	-14.8	0.977	-1.3%	-1.1	-4.3	-5.8%	-0.1	1371	4.0	/	7.7	0.175	i	2.3
CCCCCCCC(=O)N/N=C/c1cccnc1
    i	-0.0982	-0.372	i	29.8	1.02	0.1%	-7.4	-17.6	-3.7%	/	/	1.6	12.5	8.5	-1.05	i	1.7
CCOc1cccc(C(=O)Nc2cccc(C(C)=O)c2)c1
    i	-0.199	0.25	i	1.9	-0.689	1.7%	21.6	-11.2	-3.0%	0.9	1032	2.8	6.7	5.5	1.22	i	2.4
O=C(Nc1ccccc1)c1ccc[n+](Cc2ccc([N+](=O)[O-])cc2)c1
    i	-0.237	0.0575	i	8.0	0.0619	6.2%	4.4	7.5	0.1%	-0.8	1031	3.1	5.0	3.9	0.157	i	2.4
O=C(NC1CC1)c1cc(OCC(F)(F)F)ccc1OCC(F)(F)F
    i	-0.25	-0.0349	i	-26.7	0.265	-0.9%	1.8	1.7	1.6%	-4.5	1131	2.1	22.5	4.0	-0.314	i	1.6
O=C(O)C1=C[C@@H](c2ccc(C(F)(F)F)cc2)C[C@@H](OCc2ccc(CO)cc2)O1
    i	-0.196	0.208	i	-17.9	-0.521	10.0%	-8.2	0.6	4.7%	-2.9	1141	4.1	21.8	7.7	-0.149	/	2.4
CCn1ncc([N+](=O)[O-])c1C(=O)Nc1nc2cccc(C)c2s1
    i	0.676	-0.207	i	2.6	0.883	7.0%	-19.4	-6.7	9.2%	2.7	896	0.9	33.3	2.7	-0.799	i	0.9
CS(=O)(=O)c1ccc2nc(NC(=O)c3ccco3)sc2c1
    i	-0.171	0.0544	/	/	-0.332	10.3%	25.5	10.1	32.6%	-0.1	1115	4.3	54.4	6.4	-0.448	i	1.3
COCCn1c(SCC(=O)Nc2ccccc2OC)nc2c(oc3ccccc32)c1=O
    i	-0.286	0.22	i	-5.8	0.242	1.4%	14.0	-22.1	5.3%	-3.6	1077	4.6	59.3	9.8	0.0172	i	1.6
Cc1ccc(Oc2ncccc2C(=O)NCC(=O)O)cc1
    i	-0.262	-0.37	/	/	1.03	6.0%	/	/	-5.9%	-2.5	1141	/	17.0	/	-0.661	i	/
CCNS(=O)(=O)c1ccc(CCC(=O)NCc2ccccc2)cc1
    i	-0.283	-0.0929	i	14.4	0.489	60.2µM*	3.2	11.0	19.5%	1.8	858	1.7	48.7	8.0	-0.406	i	1.7
CCn1c(C(=O)NC(C)c2ccc3c(c2)OCCO3)cc2sccc21 (stereo unspecified)
    i	-0.225	-0.568	i	-2.5	0.533	12.0%	14.8	4.9	-0.5%	-6.5	1210	1.8	48.8	5.5	-1.14	i	2.9
CCCOc1ccc(N2C(=O)CC(NCc3cccs3)C2=O)cc1 (stereo unspecified)
    i	-0.0705	-0.31	i	-3.0	0.893	-3.1%	7.5	6.3	-12.1%	-1.5	1234	3.5	56.6	4.2	-0.499	i	2.6
Cn1c(Cn2nnc3ccccc32)nnc1SCC(=O)N1c2ccccc2Sc2ccccc21
    i	-0.279	0.934	i	9.1	-0.439	9.6%	-16.8	4.4	7.7%	-9.5	807	4.4	5.2	1.6	0.727	i	1.7

Not a hit list; overall some 4.4% were active at least once.
